Assay outcomes (PubChem BioAssay)
MDM2 E3 inh: MDM2-luciferase reporter signal enhancers, primary screen, MDM2 E3 ligase inhibitor project, cell-based, luminescence, 1536-well; AID 1230, 2008; cell-based MDM2 ubiquitination luciferase reporter, 2 h; 0 = plate control, 100 = twice control, blank-subtracted; signal enhancement, % at 5 µM; E3 ubiquitin-protein ligase Mdm2 (Homo sapiens), Q00987; 210,000 compounds, 0.11% hits;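 active = signal enhancement of 30% or more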;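 note: luminescence tracks abundance of the self-degrading MDM2-luciferase fusion protein; higher signal means inhibition of MDM2 E3 ligase activity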
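Material: Stable MDM2–luciferase fusion reporter cells | Amount: 2000 cells seeded into each well | Dosing: One concentration, 5 µM, with 0.2% DMSO | Incubation: 4 h cell settling then 2 h compound exposure, 37 °C | Measured by: Luciferase luminescence | Read-out basis: % enhancement relative to plate controls after blank subtraction | Benchmarks: Control and blank well means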
Wee1 stabilizer: Wee1 degradation inhibitors, primary screen, cell-based, HeLa, Wee1K328M-luciferase, luminescence; reporter increase, % at 5 µM; HeLa Luc-Wee1K328M stability; 100% = proteasome inhibitor MG132 effect; Wee1-like protein kinase (Homo sapiens), P30291; 220,000 compounds, 1.2% hits;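 active = activation above the mean of all tested compounds plus 3 SD, set per screening run, cut at about 8.8% in these data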;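 note: cells exposed to compound for 20 h before luminescence read; 0% = DMSO alone and 100% = MG132 at 30 µM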
KLK5 inh: human KLK5 protease inhibitors, primary screen, biochemical, 1536-well; Kallikrein-5 (Homo sapiens), Q9Y337; recombinant hK5, fluorogenic AMC substrate cleavage; inhibition, % at 5 µM; 210,000 compounds, 0.59% hits; AID 873, 2007;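 active = inhibition of 40% or more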;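 note: 0% = enzyme controls without compound and 100% = no-enzyme blanks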
FXIa inh: human FXIa protease inhibitors, primary screen, biochemical, 1536-well. purified FXIa, Boc-Glu-Ala-Arg-AMC fluorogenic substrate. inhibition, % at 5 µM. Coagulation factor XI (Homo sapiens), P03951. 220,000 compounds, 0.14% hits;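 active = inhibition of at least 40%; inactive = inhibition below 40%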;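 note: fluorescence of freed AMC excited at 355 nm; 0% = enzyme without compound and 100% = no enzyme blank; many of its hits are not listed in these tables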
p97 inhibitor: inhibitors of human p97 ATPase, primary screen, biochemical; recombinant p97 ATPase, Kinase-Glo ATP luminescence, 3 h; inhibition, % at 8 µM; 220,000 compounds, 0.42% hits; in the data active = inhibition above about 15%;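 note: 0% = DMSO vehicle and 100% = wells lacking enzyme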
Target sequence (P55072 whole entry, looked up): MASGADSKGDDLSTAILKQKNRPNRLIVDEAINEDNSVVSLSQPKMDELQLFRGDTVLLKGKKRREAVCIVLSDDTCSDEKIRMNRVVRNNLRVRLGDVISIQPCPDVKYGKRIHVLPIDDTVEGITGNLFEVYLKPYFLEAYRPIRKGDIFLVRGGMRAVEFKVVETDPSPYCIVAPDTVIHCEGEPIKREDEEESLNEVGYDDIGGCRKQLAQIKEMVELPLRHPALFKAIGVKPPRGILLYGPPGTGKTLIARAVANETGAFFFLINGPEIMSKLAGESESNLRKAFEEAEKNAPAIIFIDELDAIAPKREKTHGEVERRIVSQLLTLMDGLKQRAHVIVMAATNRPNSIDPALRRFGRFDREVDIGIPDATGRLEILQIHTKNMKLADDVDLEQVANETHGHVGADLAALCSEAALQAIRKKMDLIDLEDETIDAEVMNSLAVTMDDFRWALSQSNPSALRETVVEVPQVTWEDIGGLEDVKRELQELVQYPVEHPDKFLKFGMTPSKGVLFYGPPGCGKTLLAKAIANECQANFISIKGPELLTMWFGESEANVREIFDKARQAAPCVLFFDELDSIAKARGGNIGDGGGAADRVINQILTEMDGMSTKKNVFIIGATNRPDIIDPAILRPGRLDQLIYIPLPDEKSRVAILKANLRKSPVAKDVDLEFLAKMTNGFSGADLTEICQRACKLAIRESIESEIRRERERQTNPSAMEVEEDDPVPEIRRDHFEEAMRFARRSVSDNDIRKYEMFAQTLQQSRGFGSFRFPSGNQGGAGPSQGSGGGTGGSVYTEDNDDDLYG
Rad51 HR inh: human RAD51 strand exchange inhibitors, primary screen, biochemical, fluorescence; DNA repair protein RAD51 homolog 1 (Homo sapiens), Q06609; inhibition, % at 10 µM; hRad51 DNA strand exchange, fluorescence dequenching; 200,000 compounds, 0.085% hits;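 active = inhibition above 40% at the single screening dose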;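 note: 0% = DMSO control wells and 100% = blanks with heterologous ssDNA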
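Test system – preformed human Rad51 ssDNA filaments · Reagent – Donor/quencher-labelled 47-bp dsDNA substrate · Incubation – 37 °C 15-min filament assembly, 30-min compound preincubation, 15-min exchange · Signal – FRET fluorescence dequenching, excitation 485 nm, emission 520 nm · Read-out – percent inhibition from fluorescence, normalised to plate control and blank means · Benchmarks – plate control and blank wells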
eIF4E 4G PPI: eIF4E–eIF4G protein interaction inhibitors, primary screen, biochemical, uHTS, TR-FRET, eIF4GI fragment. Eukaryotic translation initiation factor 4E (Mus musculus) + Eukaryotic translation …. TR-FRET eIF4E-eIF4GI(517-606) binding, 2 h. inhibition, % at 21.7 µM. 220,000 compounds, 0.37% hits. AID 782, 2007;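 active = inhibition above about 30%, limit read from the data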;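 note: 0% = full FRET control wells and 100% = background wells lacking eIF4GI fragment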
FXIIa inh 1536: human FXIIa protease inhibitors, primary screen, biochemical, 1536-well. Coagulation factor XII (Homo sapiens), P00748. purified FXIIa, Boc-QGR-AMC fluorogenic substrate, 2 h. inhibition, % at 5 µM. 220,000 compounds, 0.3% hits. AID 800, 2007; in the data active = inhibition above about 40%;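 note: 0% = enzyme with no compound and 100% = blank without enzyme; many of its hits are not listed in these tables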
14-3-3 Bad PPI: inhibitors of 14-3-3 zeta/Bad binding, primary screen, biochemical, TR-FRET, bovine 14-3-3 zeta; TR-FRET 14-3-3zeta/Dy647-pBad peptide displacement, 1 h; 220,000 compounds, 0.71% hits; AID 781, 2007; inhibition, % at 21.7 µM;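 active = inhibition above about 70%, limit read from the data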;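 note: 0% = full 14-3-3 plus peptide FRET controls and 100% = background without 14-3-3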
Target sequence (P63103 whole entry, looked up): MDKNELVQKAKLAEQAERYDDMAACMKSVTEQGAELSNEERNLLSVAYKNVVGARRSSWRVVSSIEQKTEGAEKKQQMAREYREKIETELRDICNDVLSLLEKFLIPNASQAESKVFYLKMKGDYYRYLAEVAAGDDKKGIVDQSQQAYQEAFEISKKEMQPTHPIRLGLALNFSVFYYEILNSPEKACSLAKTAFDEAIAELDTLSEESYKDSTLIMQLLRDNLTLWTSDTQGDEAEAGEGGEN
An asterisk follows results filed as active; . = no result given; [ ] = another dose, or the depositor's remark.

Every second line gives: MDM2 E3 inh, Wee1 stabilizer, KLK5 inh, FXIa inh, p97 inhibitor, Rad51 HR inh, eIF4E 4G PPI, FXIIa inh 1536, 14-3-3 Bad PPI
> COc1ccc(NC(=O)C2CC(=O)N/C(=N/NC(=O)c3ccc(Cl)cc3)S2)cc1 (stereo not drawn)
 : -3, -1, -9, 7, 2, -1, 0, 6, -8
> CCOC(=O)C1=C(c2ccccc2)NC(=O)NC1c1ccc(N(C)C)cc1 (stereo not drawn)
 : ., -1, 3, 13, -3, 2, 4, 22, 45
> COc1ccc(NC(=O)COc2ccc(C(=O)NC3CCCc4ccccc43)cc2OC)cc1 (stereo not drawn)
 : -5, 16*, -1, 2, 4, -4, -1[fluorescence artefact?], 8, -8[fluorescence artefact?]
> O=C(Nc1nc2c(s1)COc1ccccc1-2)c1cccs1
 : -19, -2, 12, -9, 7, 4, 2, -4, 4[fluorescence artefact?]
> COc1ccc(CCNC(=O)CCN2C(=O)c3cccc4cccc(c34)C2=O)cc1OC
 : 2, 2, 4, 10, -1, -4, 1, ., 1
> Cc1onc(-c2ccccc2Cl)c1C(=O)Nc1nn[nH]n1
 : -20, 7, 10, 18, 3, -11, 0, 21, -2
> Cc1cc(-c2csc(N)n2)c(C)n1-c1ccccc1
 : -7, -1, -13, 2, 10, -27, -5, 14, 23
> CCCCC1CCC(C(=O)N2CCOCC2)CC1 (stereo not drawn)
 : 11, 4, -10, 6, 1, -11, 14, 8, -11
> Cc1[nH]c(=O)[nH]c(=O)c1S(=O)(=O)N(CC(C)C)CC(C)C
 : -13, 3, -1, -4, -7, 1, -3, 4, 14
> CC(C)(C)c1cc(NC(=O)NN2CCOCC2)nn1-c1c(Cl)cc(Cl)cc1Cl
 : -17, -1, 2, -5, -5, -14, 8, 10, -1
> O=C(c1ccc2c(c1)C(=O)N(Cc1ccco1)C2=O)N1CCOCC1
 : -4, -1, 2, -5, -1, 4, -5[fluorescence artefact?], -8, -5[fluorescence artefact?]
> CCCCCCN(C(=O)CCCCCN1C(=O)NC(c2ccc(-c3ccccc3)cc2)C(C(=O)OCc2ccccc2)=C1C)C(C(=O)NCCCC)c1cccc(C(=O)OC)c1 (stereo not drawn)
 : 3, ., -1, 1, ., -13, -8, 8, -2
> CCOC(=O)c1c(NC(=O)C2C3C=CC(C3)C2C(=O)O)sc2c1CCC(C)C2 (stereo not drawn)
 : -30, 1, -6, -1, -6, ., 5, 4, -7[fluorescence artefact?]
> CCOC(=O)c1nc(Nc2ccc(C(=O)OC)cc2)c2ccccc2n1
 : -14, -2, 6, 1, 4, ., 0[fluorescence artefact?], 12, -6[fluorescence artefact?]
> CC(C)C(C)NC(=O)CSc1nc2scc(-c3ccco3)c2c(=O)n1-c1ccccc1 (stereo not drawn)
 : -11, 1, 7, 3, 2, 6, 6, 15, -5
> CC(C)CC(C(=O)OCC(=O)Nc1ncc(Cl)cc1Cl)N1C(=O)c2ccccc2C1=O (stereo not drawn)
 : -5, 11*, -6, 4, -1, 2, 10, 15, 38[fluorescence artefact?]
> CC(C)C(c1nnnn1Cc1ccc(F)cc1)N1CCC(C(N)=O)CC1 (stereo not drawn)
 : -15, -1, 0, -2, -5, -8, 2, 5, 4
> N#CCCn1nc(-c2ccc([N+](=O)[O-])cc2)cc1Nc1ccccc1NC(=O)C(F)(F)F
 : -9, 4, -2, 5, 5, 10, 3, 16, -4[fluorescence artefact?]
> COC(=O)N/N=C/c1ccc(-c2cc(Cl)ccc2Cl)o1
 : -11, -1, 8, 4, 2, 8, -3, 12, 3[fluorescence artefact?]
> C/C(N)=C(/C#N)C(=O)CSc1nc2ccc(C)cc2[nH]1
 : -26, 2, 1, 3, -3, -7, 2[fluorescence artefact?], 9, 2
> CC(C)(C)NC(=O)C(c1ccccc1)N(C(=O)c1ccco1)C1CC1 (stereo not drawn)
 : -15, -1, 2, 3, 0, 8, 1[fluorescence artefact?], 8, -7[fluorescence artefact?]
> Cn1c(SCc2cnc(-c3ccccc3)s2)nnc1C1COc2ccccc2O1 (stereo not drawn)
 : -20, 5, -16, -6, 4, -7, 1, 8, 11[fluorescence artefact?]
> CC(C)NC(=O)CSc1ccccc1C(=O)NCc1ccc2c(c1)OCO2
 : -4, 1, 7, 5, 2, -7, 4, 10, 4
> CC(C)Oc1ccc(C2CCC(=O)NC2=O)cc1 (stereo not drawn)
 : 6, -2, -17, -3, 4, -9, 24, 2, 5
> O=C(NN=C1CCCCCC1)c1ccc2c(c1)OCO2
 : -38, 8, 1, 3, 3, ., 0, 17, 12
> CCOC(=O)Cc1nnc(NC(=O)CSc2nnc3c(n2)[nH]c2ccccc23)s1
 : -8, 1, -1, 3, 6, 7, 3, 5, -9
> CCc1nnc(SCC(=O)Nc2ccc(N3CCOCC3)cc2)o1
 : -7, 0, -9, 8, 4, 6, 8, 19, 12
> CC(=O)Nc1cccc(C(=O)N/N=C/c2ccc(C)o2)c1
 : -5, 5, 2, -3, -7, 0, 1, 1, 8
> C/C(=N/NC(=O)c1ccc(C)s1)c1cccc(NC(=O)COc2ccc(Cl)cc2Cl)c1
 : -15, -2, -4, -3, 1, 0, -1, 1, -6
> CC(C)N1C[C@@]23C=C[C@@H](O2)C(C(=O)OCc2ccccc2)[C@H]3C1=O (stereo partly drawn)
 : -4, -1, 2, 3, -3, 1, 6, 20, 1
> CCOc1ccc(NC(=S)NC(=O)c2c(Cl)c(C)nn2C)c([N+](=O)[O-])c1
 : 0, -2, -11, -1, 3, 18, -4[fluorescence artefact?], 11, 8
> Cc1ccc(OCC(=O)NCC(=O)n2nc(C)cc2C)cc1
 : -7, 4, -9, 6, 6, ., 8, 24, 3
> Cc1occc1C(=O)N1CCN(c2ncccn2)CC1
 : 3, 1, 0, -3, 4, -9, -12, 15, -5
> Cc1cccc(N(CC(=O)NCC2CCCO2)C(=O)CCC(=O)Nc2cc(C)on2)c1 (stereo not drawn)
 : -5, -3, -14, -7, 2, 2, -1, -4, -3
> Cc1ccc(NC(=S)NC(=O)c2ccc(-c3ccccc3)cc2)c(C)c1
 : -36, 1, -8, -1, -4, 11, -2, 17, -7
> CCCCN(CC)C(=O)Cn1cnc2ccc(S(=O)(=O)N3CCC(C)CC3)cc2c1=O
 : 14, 2, -6, 9, 1, ., -2[fluorescence artefact?], 8, -20[fluorescence artefact?]
> Cc1ccccc1NC(=O)CSCc1nc(N)nc(Nc2ccccc2C)n1
 : -3, 0, -5, 7, 1, 4, 1, 16, 3
> O=C(Cc1ccc(Cl)c(Cl)c1)Nc1cccc(S(=O)(=O)N2CCOCC2)c1
 : -10, 2, -2, -4, 4, -4, -5, 2, -3
> COc1ccc(S(=O)(=O)Nc2c(C)n(C)n(-c3ccccc3)c2=O)cc1
 : -4, 0, -9, 2, 0, 0, 4, 20, -2
> O=C(CC1SC(=Nc2ccc(OC(F)F)cc2)N(CCC2=CCCCC2)C1=O)Nc1ccccc1F (stereo not drawn)
 : 1, 2, -12, 6, 3, -1, -1[fluorescence artefact?], 15, 18
> Cc1sc(NC(=O)C2C3CCC(O3)C2C(=O)O)c(C(=O)OC(C)C)c1-c1ccc(Cl)cc1 (stereo not drawn)
 : -3, 1, 4, -7, 2, -5, 7, -8, 32
> COc1cc(CNCCc2ccccc2)cc(Br)c1OCC(=O)Nc1ccccc1C
 : -12, -1, 4, 9, -8, -8, 0, ., -1
> CC(/C=C1\SC(=S)N(NC(=O)c2ccncc2)C1=O)=C\c1ccccc1
 : 12, 3, 1, 2, -8, 5, -1, 7, -2
> O=C1CC(C(=O)Nc2ccccc2C(=O)O)C(c2ccccc2)O1 (stereo not drawn)
 : -1, 2, 15, 3, 2, 3, 1, 23, -5
> Cn1c(=NC(=O)CCl)sc2ccccc21
 : -8, -2, 0, 1, 20*, 6, -17, 12, 6
> CC[n+]1c(/C=C(/C)SC)sc2ccccc21
 : -18, -1, -4, 4, 2, -2, 6[fluorescence artefact?], 10, -2
> COc1cc(/C=C/C(=O)O)cc(S(=O)(=O)Nc2ccccc2SC)c1OC
 : 11, 1, -15, 6, 4, 12, 1, 9, -6
> COc1ccc(-c2noc(CN3CCN(c4ccccc4F)CC3)n2)cc1OC
 : -26, 0, 5, -6, 1, -5, -1, -1, 1
> COc1ccc(-c2nc(N)nc(C)c2Oc2ccccc2Br)c(O)c1
 : -13, -1, 2, 13, 2, -205, 7, 23, 3
> CC(C)(Oc1ccc(Cl)cc1)C(=O)N/N=C/c1cn[nH]c1-c1ccccc1
 : 3, -1, -13, 1, 1, ., 0, 9, 3
> COc1nc2ccccc2nc1OC
 : -4, 2, 4, 3, 1, ., 1, 7, -3
> Cc1cc(=O)n2[nH]c(-c3ccco3)nc2n1
 : -18, 1, 2, 2, 2, ., 1, 9, 5
> CCOc1ccc(NC(=O)c2cnccn2)cc1
 : -29, -2, -5, 2, -2, -1, 2[fluorescence artefact?], 8, -8[fluorescence artefact?]
> CN(/N=C/c1c[nH]c2ccccc12)c1cnn(-c2ccc(F)c(Cl)c2)c(=O)c1Cl
 : -11, -1, 5, 8, -5, -6, -7, 22, 3
> C=CCNC(=O)CC(=O)N/N=C/c1cccc(Br)c1
 : 2, 3, 4, 3, 4, 1, -4, 0, 8

Part of the list above, comma-delimited.
SMILES,MDM2 E3 inh,Wee1 stabilizer,KLK5 inh,FXIa inh,p97 inhibitor,Rad51 HR inh,eIF4E 4G PPI,FXIIa inh 1536,14-3-3 Bad PPI
CC[n+]1c(/C=C(/C)SC)sc2ccccc21,-18,-1,-4,4,2,-2,6[fluorescence artefact?],10,-2
COc1cc(/C=C/C(=O)O)cc(S(=O)(=O)Nc2ccccc2SC)c1OC,11,1,-15,6,4,12,1,9,-6
